Bioassay records deposited in PubChem by several laboratories.
CHOP inh – inhibitors of CHOP induction in ER stress response; CHO-K1 CHOP-promoter luciferase, tunicamycin-induced, 15-18 h; inhibition, % at 10 µM; hit rate 3.8% among 220,000;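 active means compounds that reduced the stress-induced luciferase reporter signal by more than about 70% of percent inhibition, limit read from the data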;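 further: 0% = tunicamycin plus vehicle and 100% = wells without tunicamycin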
Ba/F3 V617F tox – loss of viability in JAK2V617F-driven Ba/F3 cells; Ba/F3 EpoR-JAK2V617F viability, ATP luminescence; inhibition, % at 5.6 µM; hit rate 1.1% among 220,000;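 active means inhibition above the campaign mean plus 3 SD over all tested compounds, cut at about 24% in these data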;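 further: cytokine-independent growth of Ba/F3 cells driven by EpoR plus mutant JAK2; 0% = DMSO-treated cells and 100% = JAK inhibitor I control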
NPY-Y1 antag – NPY-Y1 (human) receptor antagonism | P25929 | HEK293-CNG Y1 cells, membrane potential fluorescence; NPY at EC95, then isoproterenol | inhibition, % at 3.6 µM | hit rate 1% among 200,000;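 active means inhibition above the campaign mean inhibition of all tested compounds plus 3 SD, cut at about 20% in these data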;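 further: 0% = DMSO wells given NPY plus isoproterenol and 100% = isoproterenol alone without NPY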
Target sequence (P25929 whole entry, looked up): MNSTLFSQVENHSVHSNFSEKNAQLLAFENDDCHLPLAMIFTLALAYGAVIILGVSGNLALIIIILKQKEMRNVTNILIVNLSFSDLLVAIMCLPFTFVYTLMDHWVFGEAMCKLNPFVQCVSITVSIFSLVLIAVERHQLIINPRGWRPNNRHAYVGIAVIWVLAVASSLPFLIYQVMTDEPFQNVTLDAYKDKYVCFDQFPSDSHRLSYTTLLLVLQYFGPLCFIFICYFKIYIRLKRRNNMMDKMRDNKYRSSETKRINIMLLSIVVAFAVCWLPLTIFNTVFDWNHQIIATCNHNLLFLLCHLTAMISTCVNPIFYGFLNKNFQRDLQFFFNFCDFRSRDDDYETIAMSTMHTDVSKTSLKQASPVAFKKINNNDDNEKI
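Test system: HEK293 cells co-expressing NPY Y1 receptor and cyclic-nucleotide gated channel; Also added: NPY (25 nM), isoproterenol (1 µM), Ro 20-1724 (25 µM); Compound dosing: one concentration, 3.6 µM, in 0.4% DMSO; Timing: dye 3 h, compound 60 min room temperature, stimulation 45 min; Technique: Membrane-potential fluorescent dye readout.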
NPY1 pot ag – potentiates or activates human NPY-Y1 receptor; P25929; NPY-Y1 expressing cells, potentiator/agonist activation; activation, % at 3.6 µM; hit rate 0.37% among 220,000; in the data active means activation above about 33%, passing the limit was not always enough;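 further: cells stimulated with NPY at EC10 then isoproterenol at EC100; 0% = low agonist plus stimulus and 100% = saturating agonist plus stimulus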
S1P4 ag – human S1P4 receptor agonism; O95977; S1P4-expressing cell line, agonist reporter assay; activation, % at 4.98 µM; hit rate 0.35% among 220,000; in the data active means activation above about 11%;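 further: 0% = DMSO vehicle and 100% = reference agonist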
Target sequence (O95977 whole entry, looked up): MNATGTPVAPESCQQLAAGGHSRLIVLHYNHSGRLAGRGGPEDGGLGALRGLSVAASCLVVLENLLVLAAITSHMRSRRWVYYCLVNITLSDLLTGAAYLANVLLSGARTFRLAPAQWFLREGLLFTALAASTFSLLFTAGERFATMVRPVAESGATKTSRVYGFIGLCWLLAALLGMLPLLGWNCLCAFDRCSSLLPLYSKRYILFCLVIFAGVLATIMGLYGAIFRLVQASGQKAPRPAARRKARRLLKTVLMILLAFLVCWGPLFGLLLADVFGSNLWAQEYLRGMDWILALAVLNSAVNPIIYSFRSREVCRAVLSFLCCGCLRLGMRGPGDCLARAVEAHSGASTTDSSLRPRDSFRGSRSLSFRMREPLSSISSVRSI
NPY2 pot ag – potentiates or activates human NPY-Y2 receptor. P49146. activation, % at 3.6 µM. AID 1359. hit rate 0.45% among 220,000. cells expressing NPY-Y2, potentiator/agonist read-out; in the data active means activation above about 27%;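 further: cells stimulated with NPY near EC25 plus isoproterenol at EC100; 0% = vehicle plus submaximal agonist and 100% = vehicle plus saturating agonist; some results beyond the cut were filed as inactive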
NCF1 inh – inhibitors of human p47phox binding; inhibition, % at 24.7 µM; P14598; p47phox/p22phox peptide binding, fluorescence polarization, 2 h; hit rate 0.53% among 220,000; AID 1274;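 active means inhibition above about 30%, limit read from the data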;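 further: 0% = p47phox with labelled peptide and 100% = labelled peptide alone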
S1P4 antagonist – blocks the human S1P4 receptor; S1P4-expressing cells, antagonist mode, reporter read-out; hit rate 0.26% among 220,000; AID 1510; inhibition, % at 4.98 µM; O95977; in the data active means inhibition above about 29%;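 further: 0% = wells stimulated with agonist and 100% = vehicle wells without agonist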
BaF3 parental – counter-screen for JAK2V617F inhibitors: parental Ba/F3 viability inhibitors. CellTiter-Glo ATP luminescence. inhibition, % at 5.6 µM. hit rate 1.1% among 220,000;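 active means inhibition above a per-campaign cutoff, the mean inhibition of all tested compounds plus 3 SD, cut at about 27% in these data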;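 further: 0% = DMSO wells and 100% = JAK Inhibitor I control wells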
Numbers without * were called inactive; · = not tested or not shown; & = joins results of further samples.

SMILES | CHOP inh | Ba/F3 V617F tox | NPY-Y1 antag | NPY1 pot ag | S1P4 ag | NPY2 pot ag | NCF1 inh | S1P4 antagonist | BaF3 parental
Cc1ccc(NC(=O)N2CCCC2C(=O)Nc2ccc(-n3cnnn3)c(C)c2)cc1 (stereo not given) | 22 | -1 | -1 | -7 | 2.1 | 11 | -8 | -11 | 5
CC(C)CCn1nnnc1C(c1ccccc1F)N1CCC(C(N)=O)CC1 (stereo not given) | -9 | 2 | -3 | -4 | -0.3 | -13 | 3 | 3 | 5
O=C(Nc1ccc(F)cc1)Nc1nnc(-c2ccncc2)s1 | 47 | 3 | -1 | 10 | 0.6 | -9 | -2 | -9 | 1
N=c1ccn(CC(=O)NC(N)=O)c2ccccc12 | 21 | 4 | 6 | -8 | 1.2 | -15 | -7 | -13 | 2
COCc1cc(C)nc(NCCc2ccccc2)c1C#N | 29 | -2 | 2 | -14 | 1.2 | -8 | -5 | -3 | 5
O=C(COC(=O)c1ccc(Sc2ccccc2)c([N+](=O)[O-])c1)NC1CCS(=O)(=O)C1 (stereo not given) | 28 | -2 | 7 | -26 | 0.8 | -1 | -11 | -14 | 3
CCNC(=S)N/N=C(\C)c1ccco1 | 0 | 0 | -1 | 0 | 2.4 | 4 | 7 | 4 | 3
CSCCC(C(=O)OCC(=O)c1ccc(C)c(C)c1)N1C(=O)c2cc(Cl)c(Cl)cc2C1=O (stereo not given) | 6 | -5 | 1 | 6 | 2.5 | 6 | 1 | -8 | 1
CC(C(=O)NCCS(=O)(=O)c1ccc(Cl)cc1)S(=O)(=O)c1ccccc1 (stereo not given) | 8 | 4 | -6 | -4 | 0.8 | -7 | 1 | -4 | 3
CCOC(=O)Cn1nnnc1CN1CCN(c2ccc(OC)cc2)CC1 | -7 | 1 | -3 | 8 | -0.5 | -10 | · | -25 | 6
O=C1C2CC=C(Cl)CC2C(=O)N1CC1Cc2ccccc2CO1 (stereo not given) | 11 | -4 | 11 | -5 | 1.5 | -26 | -32 | -8 | 3
CC(C)Cc1nnc(NC(=O)CN2C(=O)c3ccccc3C2=O)s1 | 9 | 0 | 4 | -23 | 0.6 | -2 | 2 | -13 | 2
COC(=O)c1c(NC(=O)C2COc3ccccc3O2)sc2c1CCN(C(C)=O)C2 (stereo not given) | 20 | 4 | 14 | -71 | -0.6 | -22 | -10 | -13 | 9
COc1ccc(CC(=O)Nc2ccc(NC(=O)c3ccccc3F)cc2)cc1 | 14 | 0 | 4 | -2 | 1.2 | -4 | -6 | 3 | 1
COc1cccc(-n2c(SCC(N)=O)nnc2-c2c[nH]c3ccccc23)c1 | 2 | -1 | -4 | 8 | -1.9 | 16 | -1 | 0 | 8
CC(C)c1ccc(N2CCN(C(=O)c3ccccc3NC(=O)/C=C\C(=O)O)CC2)cc1 | -6 | 2 | -5 | -2 | -0.6 | -16 | -3 | -16 | 5
CC12CCC(C(=O)N3CCN(Cc4ccccc4)CC3)(OC1=O)C2(C)C (stereo not given) | 15 | 3 | 3 | -13 | 1.4 | -12 | 32* | 10 | 6
O=C(C1=C[C@@H]2[C@H]3C(=O)N(c4ccccc4)C(=O)[C@H]3[C@@H](C(=O)c3ccc(Cl)cc3)N2C=C1)c1ccccc1 | 0 | -1 | 0 | -37 | -3.0 | 13 | -14 | -7 | 6
C=CCOc1c(/C=N\NC(N)=O)cccc1OC | 10 | 1 | · | 5 | 0.1 | 2 | 4 | -4 | -3
CC(C)=NNc1nc(-c2ccccc2)cs1 | 17 | 1 | -11 | 1 | 0.2 | -9 | -10 | -26 | 6
Cc1nc2ccc(S(=O)(=O)NCC(=O)N3CCCC(C)C3)cc2s1 (stereo not given) | 26 | 0 | -7 | 8 | 2.7 | 0 | 1 | -23 | 4
S=C(N/N=C/c1ccccc1Cl)Nc1ccccc1 | -3 | -4 | 10 | -34 | -1.4 | -15 | -4 | -2 | 7
CC(C)(C)c1ccc(OCC(O)CS(=O)(=O)c2ccccn2)cc1 (stereo not given) | 55 | 0 | -7 | 9 | -1.3 | 16 | -5 | -2 | 2
C=CCn1c(-c2cccn(Cc3ccc(Cl)cc3Cl)c2=O)n[nH]c1=S | -22 | 1 | -5 | 2 | 0.8 | 3 | -11 | -1 | 3
CC(=O)Nc1sc2c(c1C#N)CCCCC2 | 6 | -2 | 3 | -8 | 1.4 | 3 | -7 | 1 | 1
Nc1ccc(C(=O)c2cccs2)cc1[N+](=O)[O-] | -6 | 3 | 1 | 19 | 1.3 | -1 | -7 | -11 | 7
O=C(NCc1ccccc1)c1ccco1 | -7 | -3 | 1 | -18 | 0.5 | -1 | -5 | -22 | -3
N#C/C(=C\c1ccc(-c2cccc(C(F)(F)F)c2)o1)C(=O)Nn1cnnc1 | 18 | -6 | 7 | 11 | -0.8 | 0 | -19 | -14 | 2
O=C(O)c1cc(/C=C/c2ccc(N3CCOCC3)cc2)nc2ccccc12 | -16 | 7 | 8 | -4 | 0.4 | 17 | -23 | 17 | 15
CC1CCN(S(=O)(=O)c2cccc(S(=O)(=O)N3CCOCC3)c2)CC1 | 26 | 1 | -4 | -22 | 2.4 | -5 | -5 | -4 | 6

Three entries from above, ordered by formula weight, high to low:
SMILES | CHOP inh | Ba/F3 V617F tox | NPY-Y1 antag | NPY1 pot ag | S1P4 ag | NPY2 pot ag | NCF1 inh | S1P4 antagonist | BaF3 parental
O=C(O)c1cc(/C=C/c2ccc(N3CCOCC3)cc2)nc2ccccc12 | -16 | 7 | 8 | -4 | 0.4 | 17 | -23 | 17 | 15
CC(C)(C)c1ccc(OCC(O)CS(=O)(=O)c2ccccn2)cc1 (stereo not given) | 55 | 0 | -7 | 9 | -1.3 | 16 | -5 | -2 | 2
O=C(NCc1ccccc1)c1ccco1 | -7 | -3 | 1 | -18 | 0.5 | -1 | -5 | -22 | -3

(list continues)
SMILES | CHOP inh | Ba/F3 V617F tox | NPY-Y1 antag | NPY1 pot ag | S1P4 ag | NPY2 pot ag | NCF1 inh | S1P4 antagonist | BaF3 parental
COc1ccccc1NC(=O)COc1ccc(Br)cc1CO | 2 | -3 | 12 | 0 | -0.7 | 2 | 4 | 5 | 4
Fc1ccccc1-c1nc2ccccc2[nH]1 | -11 | 1 | -5 | 19 | -0.5 | 4 | -6 | 1 | 12
CC1(c2ccccc2)NC(=O)N(CC(=O)Nc2ccc([N+](=O)[O-])cc2)C1=O (stereo not given) | 14 | -1 | -7 | 7 | 0.3 | 2 | -1 | 4 | 1
O=C(COc1ccc(Cl)cc1[N+](=O)[O-])N/N=C/c1cccs1 | 10 | 2 | -4 | -11 | -1.6 | 4 | -7 | -10 | 1
CCCC(C)NC(=O)c1c2c(nc3ccccc13)CCC2 (stereo not given) | -2 | 3 | 9 | -36 | 1.2 | -9 | 12 | -20 | 2
COc1ccc(CCNc2nc(-c3ccccn3)cs2)cc1OC | -77 | -4 | · | -33 | 1.2 | -26 | -14 | 5 | -2
CC(C)(C)NC(=O)C(c1ccccn1)N(C(=O)C1CSC(=O)C1)c1ccccc1F (stereo not given) | -7 | -1 | 0 | 1 | 1.0 | 3 | -1 | 6 | 2
Cc1cccc(N(C(=O)c2snc(C(N)=O)c2N)C(C(=O)NCC2CCCO2)c2cccs2)c1 (stereo not given) | 21 | -2 | 4 | -3 | 2.1 | 4 | -4 | -8 | -1
CC(=O)Nc1ccc(NCN2C(=O)C3C4CCC(C4)C3C2=O)cc1 (stereo not given) | -9 | 2 | 3 | -13 | 0.3 | -5 | 0 | 0 | 1
CCOC(=O)C1CCCN(Cc2ccccc2F)C1 (stereo not given) | 11 | -4 | 0 | 15 | 1.8 | 12 | -3 | -14 | 1
Cc1cc(C)nc(N/N=C/c2ccccc2OCc2ccccc2)n1 | 1 | 2 | -1 | -38 | 0.1 | -16 | 0 | 2 | 9
COc1ccc(C(=O)NCCc2nnc(SCC(=O)Nc3ccccc3C(C)C)n2C)cc1 | 38 | -1 | -1 | -3 | 3.6 | -2 | -12 | -19 | 3
CC(c1ccon1)N(C)Cc1cn(C)nc1-c1cccc(Cl)c1 (stereo not given) | 9 | -2 | -6 | -6 | -0.1 | -12 | -7 | 1 | 1
N#CC(C(=O)NC1CC1)c1nc2ccccc2nc1N1CCN(C/C=C/c2ccccc2)CC1 (stereo not given) | 17 | -2 | 2 | -26 | 1.3 | 1 | -49 | -19 | -1
Cc1cc(Nc2ccc(F)c(Cl)c2)n2ncnc2n1 | -22 | 1 | -4 | -24 | -0.4 | -21 | -11 | 7 | 8
COc1cccc2cc(C(=O)OC3CCN(C)CC3)c(=O)oc12 | 21 | -2 | 7 | 8 | -1.3 | 4 | 6 | -1 | 2
Cc1n[nH]c(C)c1N=Nc1cc(Cl)ccc1Cl | 51 | 2 | 6 | -14 | 0.5 | 0 | -68 | -7 | 4
O=C(Oc1cccnc1)c1ccccc1[N+](=O)[O-] | -11 | 2 | 0 | -32 | 1.8 | -21 | 4 | 8 | 7
Fc1ccccc1-c1nc(NCc2ccco2)c2ccccc2n1 | 14 | -3 | -4 | 15 | -0.3 | 2 | -5 | -6 | 4
CCC(C)(C)C1CCC(=NNC(=O)c2ccoc2C)CC1 (stereo not given) | 6 | 4 | 3 | -9 | 3.7 | -1 | -12 | 1 | 5

Shown as a hit in NCF1 inh (from the list above):
SMILES	CHOP inh	NPY-Y1 antag	NPY1 pot ag	S1P4 ag	NPY2 pot ag	NCF1 inh	S1P4 antagonist
CC12CCC(C(=O)N3CCN(Cc4ccccc4)CC3)(OC1=O)C2(C)C (stereo not given)	15	3	-13	1.4	-12	32*	10

The list continues:
SMILES | CHOP inh | Ba/F3 V617F tox | NPY-Y1 antag | NPY1 pot ag | S1P4 ag | NPY2 pot ag | NCF1 inh | S1P4 antagonist | BaF3 parental
Cc1ccc2[nH]c3c(c2c1)CN(C(=O)CN1CCN(c2ccccn2)CC1)CC3 | 21 | -4 | 1 | -8 | 1.9 | 3 | -3 | -12 | 1
O=C(Oc1ccc(Cl)c2cccnc12)C12CC3CC(CC(C3)C1)C2 | 27 | 3 | 5 | -9 | 4.2 | 8 | 8 | -8 | 1
CC(C)NC(=O)CCCc1cn(C)c2ccccc12 | 9 | -4 | -5 | 12 | -0.3 | 0 | -7 | 7 | 5
Cc1ccc(CN2CCN(Cc3cnc(N4CCOCC4)s3)CC2CCO)cc1 (stereo not given) | -18 | -5 | -2 | -4 | 1.1 | 6 | 1 | -16 | 5
COc1cccc(/C=C2\N=C(c3c(-c4ccccc4)noc3C)OC2=O)c1OC | 22 | 0 | 2 | 5 | 0.3 | -18 | 3 | 7 | -1
CN1Cc2c(N)cccc2C(c2ccccc2)C1 (stereo not given) | 9&-4 | -2 | 6 | -4 | 1.5 | 11 | -3 | -28 | 4
Cc1nnc(NC(=O)CSc2nccn2-c2cccc(C)c2C)s1 | · | 2 | 5 | 6 | -3.0 | 3 | -2 | -15 | 4
CCCCOC(=O)/C(=C/c1cn(C)c2ccccc12)NC(=O)c1ccc(OC)cc1 | 31 | 0 | -4 | 15 | -0.6 | 4 | -9 | -9 | 1
Cc1ccc(NC(=O)C[n+]2ccccc2)cc1[N+](=O)[O-] | 5 | 11 | 4 | -1 | 0.1 | 12 | -6 | 3 | 0
O=C(CCCNS(=O)(=O)c1cccc2nsnc12)NCc1ccc(Cl)cc1 | 30 | 1 | -6 | 15 | 0.0 | -2 | -6 | -4 | 2
COc1cccc(NC(=O)N(CCCN2CCOCC2)C(C)c2cc3cccc(OC)c3o2)c1 (stereo not given) | 22 | 1 | 4 | -15 | 2.5 | -11 | -15 | -12 | 3
CCCNc1cc(C)oc(=O)c1C(=O)CCC | 4 | 1 | -2 | -6 | -0.6 | -20 | 8 | -29 | 5
Clc1cnc2nc(SC/C=C/c3ccccc3)[nH]c2c1 | 22 | -3 | · | -20 | 0.2 | 7 | -16 | 6 | -3
